Bioassay records (PubChem BioAssay)
DAX1 inh-1 – blocks DAX1 repression of SF-1 activated StAR promoter; inhibition, % at 6.8 µM; AID 652010; HEK293T StAR-luciferase reporter, SF-1/DAX-1 repression relief; 1.1% of 370,000 active;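 active = inhibition above the mean over all tested compounds plus 3 SD, cut at about 3.6% in these data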;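 note: 0% = DAX-1 cells with DMSO and 100% = cells lacking DAX-1 with DMSO; higher inhibition means more luminescence from relief of DAX-1 repression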
NPR1 activator – GC-A (human) enzyme activation; 0.14% of 370,000 active; activation, % at 10 µM; P16066; HEK293 GC-A cells, cGMP TR-FRET, EC30 ANP; 0% at EC30 ANP, 100% saturating ANP; AID 1671463; in the data active = activation above about 40%
hgDAF12 agonist – activates the H. glycines DAF-12 receptor ligand-binding domain | activation, % at 6.8 µM | HEK293 GAL4-hgDAF12 UAS-luciferase reporter, agonist luminescence; normalized to butyrate control | 1.8% of 370,000 active | AID 687014;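 active = activation above a cutoff set at the mean of all screened compounds plus 3 SD, cut at about 10% in these data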;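 note: 0% = DMSO wells and 100% = sodium butyrate wells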
DAX1 inh-2 – NR0B1 (DAX1) inhibition; P51843; 0.99% of 340,000 active; HEK293 Gal4-DAX1 luciferase reporter, luminescence; inhibition, % at 6.75 µM; AID 504766;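 active = inhibition above the mean over all tested compounds plus 3 SD, cut at about 4.2% in these data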;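 note: 0% = DAX1-transfected cells with DMSO and 100% = empty-vector control cells with DMSO; inhibition shows as a rise in luminescence from relieved DAX1 repression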
Target sequence (P51843 207-470 limits assumed): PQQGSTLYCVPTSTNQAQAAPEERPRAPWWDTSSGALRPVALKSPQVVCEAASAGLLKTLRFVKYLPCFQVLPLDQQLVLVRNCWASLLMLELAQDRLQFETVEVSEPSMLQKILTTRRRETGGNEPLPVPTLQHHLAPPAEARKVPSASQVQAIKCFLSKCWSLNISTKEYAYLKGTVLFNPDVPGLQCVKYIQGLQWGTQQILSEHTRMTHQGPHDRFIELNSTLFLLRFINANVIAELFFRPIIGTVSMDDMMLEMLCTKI
hcDAF12 agonist – activators of H. contortus DAF-12 nuclear receptor | HEK293 hcDAF-12 lit1-tk-luc reporter, luminescence; 0% DMSO, 100% Δ7-dafachronic acid | activation, % at 6.8 µM | 1.4% of 370,000 active;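 active = activation above the mean of all tested compounds plus 3 SD, cut at about 5.5% in these data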;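 note: 100% = response to 3 µM Δ7-dafachronic acid high control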
ssDAF-12 act – S. stercoralis DAF-12 activation, primary screen. HEK293 ssDAF-12/GRIP1 lit1-tk-luc reporter, luminescence; % of 3 µM dafachronic acid response. activation, % at 6.8 µM. 1% of 370,000 active. AID 652126;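 active = activation above the mean over all tested compounds plus 3 SD, cut at about 0.9% in these data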;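 note: 0% = DMSO-only wells and 100% = 3 µM delta7-dafachronic acid wells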
SMARCA2 act – increases SMARCA2 function in MMTV reporter cells; AID 652017; MG213 cells, MMTV-luciferase reporter, dexamethasone, overnight; 1% of 370,000 active; activation, % at 9.1 µM; in the data active = activation above about 7.8%;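 note: 0% = vehicle wells and 100% = reference activator wells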
FXN GAA850 act – increases GAA850 frataxin promoter reporter activity; activation, % at 6 µM; HEK293 lucGAA850 FXN promoter luciferase reporter, 24 h; percent of 10 µM SAHA response; 0.56% of 360,000 active;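 active = activation above the average of all compounds screened plus 3 SD, cutoff fixed separately per campaign, cut at about 7.5% in these data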;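 note: 0% = DMSO wells and 100% = 10 µM SAHA wells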
sPLA2-III inh – Blocks human group III sPLA2 activity; inhibition, % at 12.2 µM; QFRET BODIPY PC-A2 liposome hydrolysis, fluorescence; Q9NZ20; AID 743126; 0.56% of 370,000 active;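 active = inhibition above mean plus 3 SD of compounds lying within the high and low control bounds, cut at about 19% in these data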;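 note: 0% = median of test compound wells and 100% = no enzyme DMSO wells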
Target sequence (Q9NZ20 whole entry, looked up): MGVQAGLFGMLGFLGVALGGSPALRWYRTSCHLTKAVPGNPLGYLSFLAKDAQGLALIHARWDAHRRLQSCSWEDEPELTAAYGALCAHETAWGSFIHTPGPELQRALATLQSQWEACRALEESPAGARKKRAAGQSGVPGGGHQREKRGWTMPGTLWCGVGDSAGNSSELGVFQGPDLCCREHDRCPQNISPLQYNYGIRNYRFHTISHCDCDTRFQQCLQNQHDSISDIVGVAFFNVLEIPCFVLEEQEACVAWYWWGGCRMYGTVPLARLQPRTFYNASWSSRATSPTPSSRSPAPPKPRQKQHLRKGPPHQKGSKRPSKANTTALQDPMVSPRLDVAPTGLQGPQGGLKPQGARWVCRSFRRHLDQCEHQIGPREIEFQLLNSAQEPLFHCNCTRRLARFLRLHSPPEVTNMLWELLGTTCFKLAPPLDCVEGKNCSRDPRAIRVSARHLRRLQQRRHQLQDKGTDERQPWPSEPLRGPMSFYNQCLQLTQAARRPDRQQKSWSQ
proKLK7 act – activates the human kallikrein-7 zymogen | purified proKLK7, EDANS-DABCYL substrate fluorescence; 100% is mature enzyme control, 0% vehicle | 0.9% of 370,000 active | P49862 | activation, % at 7 µM | AID 652039;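 active = activation above the mean of all tested compounds plus 3 SD, computed per campaign excluding outliers beyond control limits, cut at about 13% in these data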
Target sequence (P49862 whole entry, looked up): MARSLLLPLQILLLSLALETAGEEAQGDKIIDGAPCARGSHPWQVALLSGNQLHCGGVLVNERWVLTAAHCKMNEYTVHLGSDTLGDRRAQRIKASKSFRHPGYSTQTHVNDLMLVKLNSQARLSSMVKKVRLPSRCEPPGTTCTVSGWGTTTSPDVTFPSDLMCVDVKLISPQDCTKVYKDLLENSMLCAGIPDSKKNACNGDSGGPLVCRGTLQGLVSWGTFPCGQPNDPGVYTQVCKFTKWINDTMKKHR
GC-B act – GC-B (human) receptor activation; HEK293-GC-B cells, CNP EC30, cGMP TR-FRET; 0% at EC30 CNP, 100% saturating CNP; activation, % at 10 µM; 0.11% of 370,000 active;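 active = activation at 10 µM reaching about 35% in either raw or pattern-adjusted values, limit read from the data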
* marks the source's active call; other numbers are inactive results; . = no result given.

1: COc1ccc(/C=N/NC(=O)C(=O)N2CCCCCC2)cc1O
2: COc1cccc(C(C)(O)c2nc(-c3ccc(N(C)C)cc3)cs2)c1 (configuration not stated)
3: O=C(C1CCN(C2CCN(Cc3ccc4c(c3)CCO4)CC2)CC1)N1CCOCC1
4: CCOc1ccc(-n2cnc3sc(C)c(C)c3c2=O)cc1
5: Cc1ccccc1C(=O)NNC(=O)c1cccc([N+](=O)[O-])c1
6: COC(=O)COc1nc(C)c(Br)c(OC)n1
Screen / compound no.	1	2	3	4	5	6
DAX1 inh-1	1.2	-3.9	-0.1	0.4	1.0	0.4
NPR1 activator	0	-1	-2	-2	2	-4
hgDAF12 agonist	-1.6	-5.8	1.6	-1.0	4.0	-0.6
DAX1 inh-2	0.0	.	-0.4	-0.3	-0.3	1.0
hcDAF12 agonist	0.1	-3.3	0.6	-2.2	2.3	-1.2
ssDAF-12 act	-0.9	-1.8	-2.0	-1.0	-1.4	-1.3
SMARCA2 act	0	-6	-2	-2	-4	-4
FXN GAA850 act	0.8	-4.3	0.9	-0.2	-0.1	-1.1
sPLA2-III inh	3	13	5	1	7	4
proKLK7 act	-0.3	0.3	0.1	0.6	0.2	-0.1
GC-B act	5	3	8	-1	1	4

7: O=c1c2ccccc2nc2n1CCO2
8: CCOC(=O)C1CCN(CC(C)(C)NS(=O)(=O)c2ccc(Cl)cc2)CC1
9: CCOC(=O)c1c(NC(=O)CN(CC)CC)sc2c1CCC2
10: O=C(CNCCc1ccccc1)N1CCc2ccccc2C1
11: CSc1cccc(NC(=O)Cc2ccccc2[N+](=O)[O-])c1
12: Cc1ccc2nc(N(CCCN(C)C)C(=O)c3sc4ccccc4c3Cl)sc2c1
Screen / compound no.	7	8	9	10	11	12
DAX1 inh-1	0.1	-0.3	0.0	0.1	-0.2	-1.2
NPR1 activator	2	7	-3	-6	0	-23
hgDAF12 agonist	0.4	-0.7	-1.5	1.6	5.8	-8.1
DAX1 inh-2	-1.9	0.0	-0.7	0.9	0.1	0.2
hcDAF12 agonist	-0.6	-2.0	1.1	2.4	-0.5	-2.1
ssDAF-12 act	-1.2	-1.4	-1.6	-0.8	-0.6	-2.0
SMARCA2 act	5	-2	0	-2	0	-8
FXN GAA850 act	1.2	-2.9	2.6	1.2	1.8	-8.6
sPLA2-III inh	1	-5	-4	-6	0	14
proKLK7 act	0.7	0.3	0.4	0.1	0.0	0.2
GC-B act	4	-9	-2	1	-1	-13

13: CC(=O)c1cccc(NC(=O)CN(c2ccc(C)cc2)S(=O)(=O)c2cccc3nonc23)c1
14: Cc1cccc(OCC(=O)NNC(=O)c2ccccc2OCc2c(C)noc2C)c1
15: C[C@@H]1CN([C@H](C)CO)C(=O)c2cccc(NC(=O)Nc3ccc(C(F)(F)F)cc3)c2O[C@H]1CN(C)S(=O)(=O)c1cccs1
16: COc1ccc(C2Cc3ccccc3C(=O)O2)cc1 (configuration not stated)
17: COc1ccccc1/C=C/C(=O)NCC(=O)N/N=C/c1cc(Br)ccc1OC
18: O=C(NN1CCOCC1)c1ccc(Cl)c(Cl)c1
Screen / compound no.	13	14	15	16	17	18
DAX1 inh-1	-0.8	-0.3	0.0	0.3	-0.9	1.7
NPR1 activator	-4	1	-6	-1	-2	-2
hgDAF12 agonist	0.6	1.4	-1.5	0.0	1.0	0.8
DAX1 inh-2	-0.5	0.4	1.1	0.2	1.1	0.7
hcDAF12 agonist	-1.8	-0.7	-1.0	1.8	-1.2	0.1
ssDAF-12 act	-0.6	-0.6	-1.6	-1.8	-1.0	-0.5
SMARCA2 act	-1	0	0	-2	-3	-1
FXN GAA850 act	-0.7	-0.4	-12	4.5	-2.1	-1.0
sPLA2-III inh	-29	0	-20	12	-12	4
proKLK7 act	0.1	0.2	0.2	-0.3	-0.3	-0.6
GC-B act	-5	5	-6	-6	2	6

19: COc1ccc(-n2cccc2/C=C2\C(=N)N3N=C(C(C)C)SC3=NC2=O)cc1
20: COCCNC(=S)Nc1ccc(N2CCCCC2)cc1
21: CCCCOCCCNC(=O)c1ccc(OCC)cc1
22: CC(C)c1ccc(N(C(=O)c2csnn2)C(C(=O)NC(C)(C)C)c2ccncc2)cc1 (configuration not stated)
23: CCCn1c(C)cc(/C=C(\C#N)C(=O)OCC(=O)NC(=O)NC(C)(C)C)c1C
24: COC(=O)c1c(NC(=O)COc2ccc(Cl)cc2)sc2c1CC(C)(C)NC2(C)C
Screen / compound no.	19	20	21	22	23	24
DAX1 inh-1	-0.1	1.1	0.4	0.8	-0.1	-0.7
NPR1 activator	-4	5	1	6	4	18
hgDAF12 agonist	0.4	4.8	-2.2	17*	1.7	-0.4
DAX1 inh-2	-0.1	0.7	-0.7	2.2	1.1	-0.1
hcDAF12 agonist	-0.6	3.4	-0.6	6.3*	-0.6	-1.4
ssDAF-12 act	-1.0	-0.4	-1.0	-0.3	-1.1	-0.4
SMARCA2 act	-3	-2	0	2	-1	5
FXN GAA850 act	-0.1	3.5	-1.0	14*	-2.1	-0.7
sPLA2-III inh	-13	1	-4	1	5	-3
proKLK7 act	0.5	-0.1	0.1	0.1	0.2	0.3
GC-B act	3	10	0	-1	5	9

25: COCCN(C(=O)COC(=O)C12CC3CC(CC(Cl)(C3)C1)C2)c1c(N)n(Cc2ccccc2)c(=O)[nH]c1=O
26: O=c1c2ccccc2nc(SCc2cn3ccsc3n2)n1-c1ccccc1F
27: COc1ccc(NC(=O)CC2C(=O)N(c3ccccc3)C(=O)N2Cc2ccco2)cc1 (configuration not stated)
28: COc1cc2c[n+](C)c3c4ccccc4ccc3c2cc1OC
29: CN1CCCN(c2ncnc3scc(-c4ccc(F)cc4)c23)CC1
30: CCOc1ccc2ccccc2c1/C=N/NC(=O)CC1(C)OCCCO1
Screen / compound no.	25	26	27	28	29	30
DAX1 inh-1	-2.1	-0.8	0.0	-0.5	0.1	-0.9
NPR1 activator	3	0	4	17	-3	-3
hgDAF12 agonist	-2.7	-3.2	-3.1	3.0	-2.1	-1.8
DAX1 inh-2	0.9	-0.7	0.3	-1.0	-0.3	-1.1
hcDAF12 agonist	-1.2	-3.1	-1.1	-1.2	-0.3	-1.1
ssDAF-12 act	-1.2	-1.9	-1.6	-1.4	-1.6	-1.7
SMARCA2 act	-1	1	-2	11*	2	-1
FXN GAA850 act	5.9	5.3	2.0	7.4	-1.0	-0.1
sPLA2-III inh	-20	-21	-2	8	-3	-14
proKLK7 act	0.0	0.3	-0.1	26*	-0.2	-0.7
GC-B act	3	-4	3	-2	-5	-6

31: CC(C)=NOCC(=O)Nn1c(COc2ccccc2)nc2ccccc2c1=O
32: COc1cc(C(=O)NCc2ccccn2)ccc1OCc1c(C)noc1C
33: Cc1nc2ccc(S(=O)(=O)NCC(=O)NCCc3ccc(Cl)cc3)cc2s1
34: O=C(CSCc1ccco1)NC1CCCC1
35: CCCN1CCC(=O)N([C@H](CN=[N+]=[N-])CC(C)C)CC1
36: O=C(CNC1CCCC1)Nc1ccc(S(=O)(=O)N2CCCCC2)cc1
Screen / compound no.	31	32	33	34	35	36
DAX1 inh-1	-0.3	-0.6	0.1	-0.2	0.6	0.1
NPR1 activator	0	4	2	6	3	-3
hgDAF12 agonist	1.0	-0.4	0.3	4.6	-0.9	-0.8
DAX1 inh-2	0.5	0.8	0.4	1.6	2.6	0.0
hcDAF12 agonist	0.3	-0.5	-1.8	0.4	1.0	-1.5
ssDAF-12 act	-0.5	-0.1	-1.1	-1.3	-1.0	-1.2
SMARCA2 act	0	0	-1	3	0	-1
FXN GAA850 act	0.7	2.1	1.3	2.8	0.8	0.8
sPLA2-III inh	-1	6	-30	1	-2	0
proKLK7 act	-0.7	0.2	0.4	-0.8	0.8	-0.6
GC-B act	5	5	2	0	-2	5

Single records, as listed above.
`O=C(CNC1CCCC1)Nc1ccc(S(=O)(=O)N2CCCCC2)cc1` across the screens: DAX1 inh-1 = 0.1; NPR1 activator = -3; hgDAF12 agonist = -0.8; DAX1 inh-2 = 0.0; hcDAF12 agonist = -1.5; ssDAF-12 act = -1.2; SMARCA2 act = -1; FXN GAA850 act = 0.8; sPLA2-III inh = 0; proKLK7 act = -0.6; GC-B act = 5
`CC(C)=NOCC(=O)Nn1c(COc2ccccc2)nc2ccccc2c1=O` across the screens: DAX1 inh-1 = -0.3; NPR1 activator = 0; hgDAF12 agonist = 1.0; DAX1 inh-2 = 0.5; hcDAF12 agonist = 0.3; ssDAF-12 act = -0.5; SMARCA2 act = 0; FXN GAA850 act = 0.7; sPLA2-III inh = -1; proKLK7 act = -0.7; GC-B act = 5
`COc1cc(C(=O)NCc2ccccn2)ccc1OCc1c(C)noc1C` across the screens: DAX1 inh-1 = -0.6; NPR1 activator = 4; hgDAF12 agonist = -0.4; DAX1 inh-2 = 0.8; hcDAF12 agonist = -0.5; ssDAF-12 act = -0.1; SMARCA2 act = 0; FXN GAA850 act = 2.1; sPLA2-III inh = 6; proKLK7 act = 0.2; GC-B act = 5

Next section:
37: CC(C)CNC(=O)COC(=O)c1ccccc1SCC(=O)NCC(C)C
38: COc1ccccc1NS(=O)(=O)c1cccc(NC(=O)Nc2ccccc2)c1
39: N/C(=N\OC(=O)COc1ccc(Cl)cc1)c1cccnc1
40: COc1cc(NC(=O)C2CCCO2)c(OC)cc1Cl (configuration not stated)
41: C=CCOc1ccc2c(c1)c(=O)cc(C(=O)O)n2CC
42: CCc1nc(SCc2ccc([N+](=O)[O-])cc2)n[nH]1
Screen / compound no.	37	38	39	40	41	42
DAX1 inh-1	2.6	-1.4	-0.4	0.1	0.2	-0.5
NPR1 activator	3	-6	15	2	-5	-1
hgDAF12 agonist	-1.4	-1.4	3.3	0.8	0.6	5.1
DAX1 inh-2	1.9	-2.3	1.6	0.5	0.2	1.1
hcDAF12 agonist	0.9	-3.8	1.4	-1.5	-1.0	2.9
ssDAF-12 act	-1.9	-1.8	-0.8	-1.3	-1.5	-0.1
SMARCA2 act	0	-6	2	2	0	-1
FXN GAA850 act	0.9	1.4	5.7	-1.6	0.4	3.2
sPLA2-III inh	0	-81	10	-6	3	5
proKLK7 act	-0.8	-0.4	-0.9	0.5	1.4	-0.6
GC-B act	5	-2	0	7	2	4

43: CCN(CC)CC(=O)NC1CCCc2c1cnn2-c1cc(F)cc(F)c1 (configuration not stated)
44: CC1Cc2ccccc2N1S(=O)(=O)c1cccc(C(=O)N2CC(=O)Nc3ccccc32)c1 (configuration not stated)
45: O=C(Cc1n[nH]c(=O)c2ccccc12)Nc1cccc(S(=O)(=O)N2CCCC2)c1
46: Cc1c(C2(O)C(=O)Nc3ccc(F)cc32)c(=O)n(-c2ccccc2)n1C (configuration not stated)
Screen / compound no.	43	44	45	46
DAX1 inh-1	0.3	0.1	0.1	-0.2
NPR1 activator	-1	-14	-1	5
hgDAF12 agonist	1.7	0.3	-2.7	0.7
DAX1 inh-2	-0.1	-0.2	-1.2	2.5
hcDAF12 agonist	-0.4	0.4	-0.6	-1.3
ssDAF-12 act	-1.1	-1.9	-1.2	-1.0
SMARCA2 act	-1	-2	-2	-3
FXN GAA850 act	1.7	0.6	-0.3	0.9
sPLA2-III inh	0	-5	-6	6
proKLK7 act	0.2	0.2	-0.5	-0.2
GC-B act	0	-13	-1	0

Hits appear at their usual frequency. About 6.7% of those tested had a hit in this group.
